Assay outcomes from PubChem.
RmlCD inh 1536: M. tuberculosis RmlC/RmlD coupled enzyme inhibitors, primary screen, biochemical, compound mixtures, 384-well, from 1536-well plates; dTDP-4-dehydrorhamnose reductase (Mycobacterium tuberculosis (strain ATCC 25618 / H37Rv)) …; RmlC+RmlD coupled enzyme assay, percent inhibition; primary screen in compound mixtures; inhibition, % at 3.6 µM; actives 0.03% (n = 160,000); in the data active = inhibition mostly above about 34%, no sharp cut-off; also: some results filed as inactive read as strong as hits
Target sequence (P9WH09 whole entry, looked up): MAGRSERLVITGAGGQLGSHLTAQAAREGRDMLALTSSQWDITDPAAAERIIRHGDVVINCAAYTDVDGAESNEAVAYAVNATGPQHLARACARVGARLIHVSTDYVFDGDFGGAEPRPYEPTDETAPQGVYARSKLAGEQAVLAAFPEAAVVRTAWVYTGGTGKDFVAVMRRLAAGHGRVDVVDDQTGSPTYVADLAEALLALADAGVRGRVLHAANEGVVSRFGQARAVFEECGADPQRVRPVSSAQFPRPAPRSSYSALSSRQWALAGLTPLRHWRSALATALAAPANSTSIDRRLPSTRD
Target sequence (P9WH11 whole entry, looked up): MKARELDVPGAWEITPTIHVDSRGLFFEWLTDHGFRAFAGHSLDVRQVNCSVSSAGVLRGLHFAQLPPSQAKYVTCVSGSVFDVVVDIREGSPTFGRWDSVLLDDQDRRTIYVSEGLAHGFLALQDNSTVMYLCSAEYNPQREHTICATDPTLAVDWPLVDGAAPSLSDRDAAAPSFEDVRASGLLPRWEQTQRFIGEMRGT
M. tuberculosis GlmU: inhibition of mycobacterial GlmU enzyme – biochemical, glucosamine-1-phosphate acetyltransferase (AID 1376); actives 0.25% (n = 220,000); M. tuberculosis GlmU acetyltransferase enzyme assay; higher % means a stronger effect; inhibition, %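 (tested at 30 µM in the primary screen)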, or IC50 in µM where a hit was titrated; in the data active = inhibition above about 13%;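 also: 0% = complete reaction with vehicle and 100% = reaction without substrate; strong numbers were not always called active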
An asterisk follows results filed as active; . = not tested or not shown; & = joins results of further samples. Not all compounds are listed; the hit share may differ from the screen's.

Each structure is followed by: RmlCD inh 1536	M. tuberculosis GlmU
- CCOC(=O)c1oc2c(CN3CCN(C)CC3)c(O)ccc2c(=O)c1-c1ccc(Br)cc1
  6.0	-5.7%
- CC(=O)OC(C(=O)NC1CCCCC1)c1cccc(F)c1 (stereo unspecified)
  -7.3	5.2%
- Cc1cccc2sc(NNC(=O)c3ccc(S(=O)(=O)N4CC(C)CC(C)C4)cc3)nc12 (stereo unspecified)
  .	1.7%
- Cc1cc(-c2nnc(SCC(=O)Nc3ccccc3C(F)(F)F)o2)c(C)n1-c1ccccc1
  -1.6	-0.1%
- CCC1(C)Cc2ccccc2-c2c1c(=O)n(Cc1ccccc1)c1nnnn21 (stereo unspecified)
  .	2.0%
- O=C(COC(=O)C12CC3CC(CC(C3)C1)C2)Nc1nccs1
  .	0.4%
- Cc1cccc(NC(=O)COC(=O)c2cccc3c2C(=O)c2ccccc2C3=O)c1C
  6.8	2.4%
- O=C(c1ccc(COc2ccc(Cl)cc2)cc1)N1CCCCC1
  -11.7	-2.8%
- COc1ccc(-n2c(C)c3c(OC)cccc(=O)c3c2C)cc1
  6.1	.
- COc1ccc(C2=NNC(=O)CC2)cc1
  .	3.4%
- COc1cccc(COCC(O)Cn2cnc3cc(C)c(C)cc32)c1 (stereo unspecified)
  6.5	1.1%
- c1ccc2c(N3CCOCC3)nc(N3CCOCC3)nc2c1
  .	0.7%
- O=c1c2c3c(sc2n2cnnc2n1Cc1ccccc1)CN(Cc1ccccc1)CC3
  .	-4.6%
- Oc1ccc(Cl)cc1CNn1cnnc1
  10.0	-1.6%
- CCN(CC)S(=O)(=O)c1ccc(C(=O)Nc2ncn(Cc3ccccc3)n2)cc1
  .	-3.6%
- COCCn1nnnc1C(c1ccccc1)N1CCN(C)CC1 (stereo unspecified)
  105.6	3.2%
- O=Cc1c(-[n+]2ccccc2)nc([O-])n1-c1ccccc1
  .	1.4%
- CC(=O)Nc1ccc(NC(=O)c2ccccc2CC[N+](=O)[O-])cc1
  28.6	-3.8%
- CCn1cc(C(=O)NCCCN2CC(C)CC(C)C2)c2cc(OC)c(OC)cc2c1=O (stereo unspecified)
  6.4	-3.2%
- CCN(CC)CCOc1ccc(Br)cc1
  .	-1.4%
- O=C(O)c1ccc2c(c1)C(=O)N(c1cccc(-c3nc4ccccc4s3)c1)C2=O
  2.6	6.0%
- Cc1ccccc1OCC(=O)Nc1nnc(-c2ccncc2)s1
  50.0	-3.0%
- COc1ccc(NC(=O)c2c(NC(=O)CNCc3ccco3)sc3c2CCC3)cc1
  .	7.0%
- CCOCCOC(=O)C(C)Oc1ccc(Oc2nc(Cl)ccc2Cl)cc1 (stereo unspecified)
  4.7	1.9%
- CCn1cc(C(=O)NCCCN(C)c2ccccc2)c(=O)c2cc(S(=O)(=O)N(C)C)ccc21
  -9.8	8.9%&-2.2%
- CC1CN(C(=O)c2ccc3c(c2)OCO3)OC(c2ccccc2)O1 (stereo unspecified)
  -13.2	-2.6%
- Cc1nc(-c2c(-c3ccc(O)cc3O)noc2C(F)(F)F)cs1
  -8.0	1.3%
- CCCCNC(=S)Nc1cccc2cnccc12
  8.4	1.3%
- C=CCOC(=O)C1=C[C@H](c2ccc(C(F)(F)F)cc2)C[C@H](OCCCCO)O1
  .	-2.2%
- Cc1ccc(NC(=S)NCc2ccco2)c(C)c1
  -10.1	-5.2%

Next part.
Each structure is followed by: RmlCD inh 1536	M. tuberculosis GlmU
- CNS(=O)(=O)c1cccc(C(=O)OCC(=O)Nc2ccccc2F)c1
  6.7	2.3%
- CCc1cc2c(=O)c(-c3cnn(-c4ccccc4)c3)c(C)oc2cc1OCC(=O)Nc1ccc(F)c(F)c1
  -15.9	-1.1%
- COc1cc(NC(=S)N2CCCCC2C)c(OC)cc1Cl (stereo unspecified)
  .	-2.8%
- CC(C)N(Cc1nc(-c2ccc(Cl)cc2)no1)Cc1nccn1C
  7.0	2.5%
- CCOC(=O)Nc1sc2nc(C)cc(C)c2c1-n1cccc1
  -10.5	0.3%
- COc1ccc(C2C(C(=O)Nc3cccnc3)=C(C)Nc3nc(-c4ccco4)nn32)cc1 (stereo unspecified)
  3.4	0.3%
- COC(=O)c1cc2sccc2n1CC(=O)Nc1ccc(OC)c(OC)c1OC
  7.8	0.3%
- CC(=O)Oc1cccc(N2C(=O)C3CC=C(Cl)CC3C2=O)c1 (stereo unspecified)
  .	0.3%
- CCOc1ccc(NC(=O)CC2C(=O)N(c3ccccc3)C(=S)N2Cc2ccccn2)cc1 (stereo unspecified)
  .	-5.6%
- Nc1cccc([N+](=O)[O-])c1
  .	0.9%
- Cc1cccc(N2CCN(C(=O)c3ccccn3)CC2C)c1 (stereo unspecified)
  10.6	3.7%
- Cc1ccc(-n2cccn2)c(CN2CCC(CO)(CCc3ccccc3)CC2)c1
  -6.4	-6.4%
- O=c1/c(=C\c2ccc(F)cc2)sc2n1CCCN=2
  -11.1	-4.5%
- O=C(N/C=N/O)C1=NOC(CNc2ncc(C(F)(F)F)cc2Cl)C1 (stereo unspecified)
  8.3	3.0%
- Cc1cccc(C(=O)Nc2c(C#N)c(C)c(C)n2Cc2ccccc2)c1
  -6.6	5.7%
- CN(C)CCCn1c(-c2ccccc2)nc(=S)c2c1CCCC2
  -24.5	1.9%
- O=C(CNCc1ccccc1)Nc1ccccc1-c1ccccc1
  3.6	7.7%
- Cn1c(CNC(=O)Cc2ccc3c(c2)OCO3)nnc1SCc1ccccc1
  -39.4	4.8%
- O=C(COc1ccccc1[N+](=O)[O-])Nc1ccc(CN2CCOCC2)cc1
  -11.7	-3.5%
- CCOC(=O)C1=C(c2ccccc2)Nc2c(c(=O)n(C)c(=O)n2C)C1c1ccc(O)c(OC)c1 (stereo unspecified)
  -3.1	-0.7%
- OCC1(CCOc2ccccc2)CCN(C2Cc3ccccc3C2)CC1
  -8.0	-2.2%
- CC1CN(C)C(C)C/C1=N/Oc1ccccc1[N+](=O)[O-] (stereo unspecified)
  -7.6	-4.6%
- O=C(CC1SC(=O)N(Cc2ccc(Cl)cc2)C1=O)Nc1nccs1 (stereo unspecified)
  12.8	-9.7%
- COC(=O)Cn1cc(/C=C(/C#N)C(=O)N2CCOCC2)c2ccccc21
  -56.3	0.1%
- CCOC(=O)CCC(=O)Nc1cccc([N+](=O)[O-])c1
  10.6	-3.0%
- CCOC(=O)c1c(NC(=O)COC(=O)Cn2cnc3ccccc32)sc(C)c1C
  .	4.1%
- S=C(NCC1CCCO1)N1CCN(Cc2ccccc2Cl)CC1 (stereo unspecified)
  -7.8	0.9%
- Cc1ccc(NC2CC(=O)N(c3cccc([N+](=O)[O-])c3)C2=O)cc1 (stereo unspecified)
  16.0	-0.5%
- COc1ccc(-c2csc3nc(-c4cccnc4)nc(N4CCC(C(N)=O)CC4)c23)cc1OC
  4.9	9.9%
- CCCCNC(=O)CC1S/C(=N/N=C/c2ccc(OC)cc2)NC1=O (stereo unspecified)
  .	-6.5%

More entries follow:
Each structure is followed by: RmlCD inh 1536	M. tuberculosis GlmU
- CCOC(=O)C(C)Sc1nc(C2CC2)cc(C(F)(F)F)c1C#N (stereo unspecified)
  10.3	-7.6%
- CC1CCN(C(=O)CCNS(=O)(=O)c2ccccc2)CC1
  -6.2	-1.9%
- COc1ccc(CNC(=O)c2cccnc2SC)cc1OC
  .	-2.4%
- O=C(NC1=NCCS1)c1sc2cc(F)ccc2c1Cl
  -5.9	-2.1%
- Cc1cc(-c2csc(NC(=O)c3ccc(=O)[nH]c3)n2)c(C)n1Cc1ccccc1
  0.2	1.9%
- COC(=O)[C@H](C)NC(=O)Nc1ccc(S(N)(=O)=O)cc1
  .	-3.1%
- CSc1nc(N2CCOCC2)c2c(c1C#N)CC(C)(C)OC2
  5.3	1.2%
- CC(C)C1COC(c2cccc3ccccc23)=N1 (stereo unspecified)
  .	-6.7%
- COc1ccccc1N1CCN(CCCNC(=O)Nc2ccccc2)CC1
  17.1	-4.9%
- COc1ccc(-c2nc3c4ccccc4ccn3c2CN2CCOCC2)cc1OC
  8.7	3.1%
- CN1CCN(S(=O)(=O)c2ccc(NC(=O)c3ccco3)cc2)CC1
  7.6	5.3%
- COC(=O)Cc1ccc(NC(=S)NCc2ccc(Cl)cc2)cc1
  2.4	6.0%
- COc1ccc(-c2c3c(=O)n(C)c(=O)n(C)c3cn2-c2cc(OC)ccc2OC)cc1
  5.1	-0.9%
- CCn1c2ccccc2c2cc(/C=N/NC(=O)c3cc(O)cc(O)c3)ccc21
  .	-5.0%
- COc1ccc2c(c1)CC/C2=N\OC(=O)c1cccc(C)c1
  -5.2	5.1%
- Nc1c(C(=O)N/N=C/c2ccc([N+](=O)[O-])cc2)sc2nnc(-c3ccccc3)c(-c3ccccc3)c12
  -9.4	0.6%
- CCN(CC)S(=O)(=O)c1ccc(C)c(NC(=O)COC(=O)c2ccc(C)c(S(=O)(=O)N3CCOCC3)c2)c1
  6.0	2.3%
- Clc1ccc(CNc2nc(N3CCOCC3)nc(N3CCOCC3)n2)cc1
  0.7	0.1%
- CCOC(=O)C1CCN(c2ncnc3cc(OC)c(OC)cc23)CC1
  2.9	-4.8%
- COC(=O)C(C)(C(=O)OC)c1ccc([N+](=O)[O-])cn1
  .	-0.5%
- CCCCNC(=S)Nc1cccc(C(C)=O)c1
  .	2.5%
- O=C1OC(Nc2ccc(F)c([N+](=O)[O-])c2)c2ccccc21 (stereo unspecified)
  -2.9	-5.5%
- CCOC(=O)c1ccc(COc2nc3ccccc3nc2-c2ccccc2NC(C)=O)o1
  2.1	6.0%
- CCOc1cc(CN2CCN(CCc3ccccc3)C(CCO)C2)ccc1OC (stereo unspecified)
  -10.2	1.7%
- COCCNC(=O)C(c1ccccc1C)N(CCOC)C(=O)Cn1nnc2ccccc21 (stereo unspecified)
  .	2.7%
- Cc1cc(C(=O)CSc2ncccn2)c(C)n1Cc1ccco1
  -8.3	0.5%
- Cc1occc1-c1nnc(SCC(=O)Nc2nc(-c3ccccc3)cs2)o1
  -3.8	5.6%
- CCCCOc1ccc(/C(O)=C2/C(=O)C(=O)N(Cc3cccnc3)C2c2ccncc2)c(C)c1 (stereo unspecified)
  8.5	0.2%
- NC(=O)c1nnn(-c2cccc(C(F)(F)F)c2)c1-c1ccccc1
  0.9	2.9%
- COc1ccc(S(=O)(=O)Nc2cc(C(=O)NCCCOC(C)C)ccc2N2CCOCC2)cc1
  4.7	1.2%

Continuation:
Each structure is followed by: RmlCD inh 1536	M. tuberculosis GlmU
- Cc1cccc(C)c1OCCNC(=O)C(=O)NCc1ccco1
  .	-0.3%
- CCOc1cc(NC(=S)NCCCN2CCOCC2)c(OCC)cc1NC(=O)C(C)C
  -11.2	-4.0%
- CSc1nc(C)nc(N/C=C(\C#N)S(=O)(=O)c2ccccc2Cl)n1
  -1.1	3.9%
- O=C(C[n+]1ccccc1)Nc1c(Cl)cc(Cl)cc1Cl
  8.3	1.0%
- NC(=O)COc1ccc(C23CC4CC(CC(C4)C2)C3)cc1
  8.8	-1.1%
- CCN(CC)C(=O)CC(c1cc(OC)c(OC)c(OC)c1)c1c(O)cc(OC)cc1OC (stereo unspecified)
  -7.8	4.3%
- COCC(COCCCNC(=O)Nc1ccc(Br)cc1)OC (stereo unspecified)
  6.5	-3.7%
- c1ccc2c(c1)nc(NC1CCCCC1)c1nncn12
  -5.7	-5.0%
- O=C(CNc1ccc2c(c1)OCO2)N/N=C\c1ccccc1Cl
  -11.5	5.6%
- COC(=O)CCC/C=C1/SCC(NC(=O)c2ccccc2)C1NC(C)=O (stereo unspecified)
  0.6	-0.7%
- CN(C)S(=O)(=O)N(CC(=O)NCc1ccccc1)c1ccccc1
  .	6.6%
- CC(Cc1ccccc1)NC(=S)CN1CCCC1=S (stereo unspecified)
  9.0	-0.2%
- Cc1cccc(NNC(N)=S)c1
  .	5.8%
- Nc1nc(SCC(=O)Nc2ccccc2)nc2nc3c(cc12)CCCC3
  -3.4	2.1%
- CCC(C)NC(=O)CNC(=O)Cn1c(C)cc2ccccc2c1=O (stereo unspecified)
  -5.7	-3.0%
- Cc1ccc(-n2nc(C(=O)NCc3ccc(C)o3)c3c4ccccc4n(C)c3c2=O)cc1
  8.6	-4.4%
- CC(C)C[C@H](NC(=O)[C@@H]1CCCN1C(=O)[C@@H](N)Cc1ccc(O)cc1)C(=O)NCC(N)=O
  .	-3.7%
- Cc1ccc(C)c(N(C)C(=O)c2coc(=O)c3ccccc23)c1
  -2.1	-4.9%
- Cc1noc(C)c1CSc1nnc(-c2ccccc2F)n1CCc1ccccc1
  .	3.9%
- CC(C)CCOc1ccc(C2CC(=O)N(C)C2=O)cc1 (stereo unspecified)
  .	-0.4%
- CCCOc1ccc(C2/C(=C(\O)c3c(C)[nH]c(C(=O)OC)c3C)C(=O)C(=O)N2CCN(C)C)cc1 (stereo unspecified)
  -2.3	0.4%
- CN1CCN(C(=O)c2ccc3c(c2)NC(=O)C(N2CCOCC2)S3)CC1 (stereo unspecified)
  .	-5.6%

Compounds shown so far that have a cyano group (five):
Each structure is followed by: RmlCD inh 1536	M. tuberculosis GlmU
- Cc1cccc(C(=O)Nc2c(C#N)c(C)c(C)n2Cc2ccccc2)c1
  -6.6	5.7%
- COC(=O)Cn1cc(/C=C(/C#N)C(=O)N2CCOCC2)c2ccccc21
  -56.3	0.1%
- CCOC(=O)C(C)Sc1nc(C2CC2)cc(C(F)(F)F)c1C#N (stereo unspecified)
  10.3	-7.6%
- CSc1nc(N2CCOCC2)c2c(c1C#N)CC(C)(C)OC2
  5.3	1.2%
- CSc1nc(C)nc(N/C=C(\C#N)S(=O)(=O)c2ccccc2Cl)n1
  -1.1	3.9%
